Bioassay records from PubChem.
GLP1R ag: agonists of human GLP-1 receptor; P43220; Potency, µM (titrated, usually from 45.6 µM), for the others: at the highest dose activation, hits mostly activators; HEK293 GLP-1R CRE-luciferase, luminescence, 4-6 h; cells express a hypersensitive GLP-1R form; hit rate 0.007% among 380,000; also: potency is read from the fitted curve at half-maximal effect; % of control where 0% means no effect
Target sequence (P43220 whole entry, looked up): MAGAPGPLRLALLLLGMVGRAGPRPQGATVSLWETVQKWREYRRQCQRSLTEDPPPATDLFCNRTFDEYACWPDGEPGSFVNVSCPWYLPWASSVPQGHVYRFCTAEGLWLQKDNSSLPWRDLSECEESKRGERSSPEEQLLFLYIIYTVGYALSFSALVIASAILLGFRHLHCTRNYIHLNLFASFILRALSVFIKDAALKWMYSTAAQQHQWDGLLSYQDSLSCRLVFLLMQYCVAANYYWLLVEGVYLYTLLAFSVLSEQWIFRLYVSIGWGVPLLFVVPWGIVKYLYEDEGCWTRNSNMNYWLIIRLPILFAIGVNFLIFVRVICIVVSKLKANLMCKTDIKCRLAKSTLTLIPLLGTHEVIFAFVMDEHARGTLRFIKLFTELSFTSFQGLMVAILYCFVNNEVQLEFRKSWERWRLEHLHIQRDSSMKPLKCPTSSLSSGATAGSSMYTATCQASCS
GLP-1R inv ag: GLP-1 receptor (human) inverse agonism; P43220; AID 624417; hit rate 1.6% among 410,000; HEK293 GLP-1R CRE-luciferase, luminescence, 24 h; GLP-1R form is constitutively active; Potency, µM (series often up to 38.3 µM), inactives show at the highest dose activity change, negative = inhibition, hits mostly inhibitors; also: potency is read from the fitted curve at half-maximal effect; % is scaled to controls: 0 for no effect and ±100 for the full control effect; nearly all actives have a fitted effect of over 55% in size
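Constitutively active GLP-1R drives a cAMP-responsive luciferase in stably transfected HEK293 cells; test compounds are added after overnight (12 h) attachment and left 24 hr, and signal loss in luminescence marks inhibition.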
PLK1 PBD inh: PLK1 (human) polo-box domain binding inhibition. P53350. Potency, µM, without a hit: max response, negative = inhibition, hits mostly inhibitors. Plk1 PBD binding of FITC phosphopeptide, fluorescence polarization. AID 720504. hit rate 2.8% among 360,000; also: potency is read from the fitted curve at half-maximal effect; series mostly up to about 57 µM; % is scaled to controls: 0 for no effect and ±100 for the full control effect; nearly all actives have a fitted effect of over 65% in size
IL2 activator: IL-2 activation | activation, % (series mostly up to about 46 µM) | hit rate 0.065% among 360,000 | IL-2 activation reporter assay, cell-based qHTS; stimulated with anti-CD3/CD4/CD28 beads; in transgenic mouse T cells | AID 652025; in the data active = activation above about 50%; inconclusive = mostly about 30% to 49%; also: 0% is about no effect
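Readout: EGFP and DsRed signals by fluorescent plate cytometry. Unstimulated transgenic mouse T cells received compound 60 min before antibody-bead stimulation, then incubated 18 h at 37 degrees C.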
GLP1R cytotox: cytotoxicity in counter-screen for GLP-1R inverse agonists; hit rate 0.13% among 410,000; HEK293 cAMP-luciferase reporter cells, luminescence, 24 h; Potency, µM (titrated, usually from 38.3 µM), without a hit: top-dose activity change, negative = inhibition, hits mostly inhibitors;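 also: loss of luciferase light is scored as toxicity; potency is read from the fitted curve at half-maximal effect; % is scaled to controls: 0 for no effect and ±100 for the full control effect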
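Compound-treated cells are incubated 24 hr at 37 deg C under 5% CO2 after a 12 hour attachment period, then luciferase detection reagent is added and luminescence is measured following 12 min at room temperature; lowered signal indicates toxicity.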
EPAC1 agonist: activates human EPAC1 exchange factor | Potency, µM (highest dose often 154 µM), without a hit: top-dose activation, hits mostly activators | EPAC1 agonist qHTS, biochemical assay; response scale: 100% = response to 6.5 mM cAMP | AID 720707 | O95398 | hit rate 0.073% among 360,000; also: potency is read from the fitted curve at half-maximal effect; nearly all actives have a fitted effect of over 60% in size
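Nucleotide exchange assay: 100 nM EPAC1 with 250 nM Rap1B loaded with BODIPY-GDP and 50 uM GDP, room temperature. Fluorescence (480/540 nm) read every 5 min for 30 min; signal change normalized to 6.5 mM cAMP as full agonist.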
PI5P4K alpha inh: inhibitors of human PI5P4K alpha | max response, % | PI5P4Kalpha enzyme, ADP-Glo luminescence, 60 min; stronger effect = lower value | hit rate 1.2% among 330,000; active = max response of -50% or lower; inconclusive = between -30% and -50%; inactive = -30% or higher; also: value at the top dose of about 77 µM; % is scaled to controls: 0 for no effect and ±100 for the full control effect
Target sequence (P48426 whole entry, looked up): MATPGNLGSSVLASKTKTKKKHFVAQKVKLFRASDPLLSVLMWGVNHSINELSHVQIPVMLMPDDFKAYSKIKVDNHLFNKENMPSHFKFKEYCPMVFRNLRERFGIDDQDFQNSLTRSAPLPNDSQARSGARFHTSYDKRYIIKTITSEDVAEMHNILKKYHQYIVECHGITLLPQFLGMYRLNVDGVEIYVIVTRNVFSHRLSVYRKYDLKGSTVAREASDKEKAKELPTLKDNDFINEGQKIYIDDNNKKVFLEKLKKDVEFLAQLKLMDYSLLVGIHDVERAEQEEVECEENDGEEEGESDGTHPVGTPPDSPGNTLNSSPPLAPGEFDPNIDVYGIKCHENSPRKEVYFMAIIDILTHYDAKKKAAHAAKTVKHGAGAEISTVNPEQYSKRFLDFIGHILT
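Human PI5P4Kalpha with substrate in 0.038 M HEPES pH 7.4, 0.28 mM EGTA, 0.1% CHAPS, 5% DMSO; reaction started with 5 microM ATP (final), 60 min at room temperature. ADP formed read by ADP-Glo luminescence.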
PTHR1 ag: agonists of human PTHR1 parathyroid hormone receptor. Q03431. HEK293 GP2 PTHR1 cells, GloSensor cAMP luminescence, 1 h. Potency, µM (highest dose often 115 µM), inactives show at the highest dose activation, hits mostly activators. hit rate 0.075% among 410,000. AID 743266; also: potency is read from the fitted curve at half-maximal effect; nearly all actives have a fitted effect of over 55% in size; some results filed as inactive show a strong effect at the top dose; inactives centre near -15; many of its hits are not listed in these tables
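HEK-293-derived GP2 cells expressing PTHR1 and a GloSensor cAMP reporter, 3,000/well, plated overnight, given luciferin plus IBMX (each 0.5 mM as added) for 1 h at 37 °C, then compound for 1 h at 37 °C. Luminescence was read after 15 min at room temperature.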
EPAC1 antag: blocks human EPAC1 exchange factor | Potency, µM (series often up to 115 µM), for inactives: at the top dose activity change, negative = inhibition, actives largely listed as inhibitors | O95398 | AID 720709 | EPAC1 GEF assay, Rap1b-BODIPY-GDP exchange fluorescence | hit rate 0.14% among 360,000;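 also: potency is read from the fitted curve at half-maximal effect; plate controls were vehicle for no effect and positive control for full effect; nearly all actives have a fitted effect of over 50% in size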
Active calls of the source: *; i = inactive; ? = inconclusive; nt = not tested or not shown; [ ] = remark or other dose. Unless noted, calls follow the shape of the dose curve; as a rule, active = well fitted curve in the direction sought with a large enough effect; inconclusive = small, poorly fitted or top-dose-only effect, or another doubt; inactive = no such curve, though single readings can be large; an effect the other way counts as inactive or inconclusive. Only part of the results is shown. The share of hits here may be higher or lower than overall.

Every second line gives: GLP1R ag	GLP-1R inv ag	PLK1 PBD inh	IL2 activator	GLP1R cytotox	EPAC1 agonist	PI5P4K alpha inh	PTHR1 ag	EPAC1 antag
> O=C(Nc1ncc(Cc2ccc(SC(F)F)cc2)s1)c1ccccc1
→ -1%	?	-3%	0.3	-25%	7%	25	-19%	-7%
> Cc1cccc(C)c1NC(=O)COc1cccc(/C=N/NC(=O)C(=O)NCc2ccccc2)c1
→ -4%	-1%	-3%	-0.2	-12%	-2%	2	i	-10%
> O=C(NCc1ccco1)Nc1cccs1
→ 9%	21%	-11%	1.0	1%	-7%	-28	i	5%
> CCOC(=O)c1c(C)cc2c(CO)n[nH]c(=O)c2c1C
→ 7%	-16%	-2%	-1.4	2%	5%	1	-1%	-5%
> CCc1cccc(NC(=O)C2CCN(S(=O)(=O)c3ccc4c(c3)NC(=O)CO4)CC2)c1
→ -1%	?	-6%	0.7	-24%	0%	0	-12%	-10%
> O=C(NC1CCCC1)C(c1ccsc1)N(Cc1ccccc1)C(=O)Cc1cccs1 (stereo not given)
→ -9%	?	0%	0.3	-28%	5%	4	-19%	-23%
> Cc1cc(NCc2ccccn2)n2ncc(-c3ccccc3)c2n1
→ 29%	-35%	0%	-2.6	?	-1%	1	-41%[inhibitor]	-2%
> CCOc1ccc(CCNC(=O)CN(c2ccc(C)cc2)S(=O)(=O)N(C)C)cc1OCC
→ 2%	-12%	nt	nt	1%	nt	nt	-23%	nt
> CCS(=O)(=O)c1ccc2oc(SCC(=O)NCCc3ccc(OC)cc3)nc2c1
→ 8%	-2%	-9%	-5.5	-1%	3%	1	-16%	6%
> Cc1ccc(S(=O)(=O)N[C@H](C(=O)N2CCC(C(=O)N[C@@H](CCC(N)=O)C(=O)O)CC2)C(C)C)cc1
→ -3%	3%	-12%	1.3	3%	-5%	4	-58%[inhibitor]	-16%
> COc1ccc(N(CC(=O)NCCc2ccc(Cl)cc2)S(=O)(=O)c2c(C)nn(C)c2C)cc1
→ 0%	-13%	nt	nt	-6%	nt	nt	-23%	nt
> Cc1ccc(OC(=O)C2c3ccccc3Oc3ccccc32)cc1C
→ 6%	?	-5%	0.7	26%	11%	11	-10%	-11%
> COc1cc(SC)ccc1C(=O)N(C)CC(=O)Nc1cccc2ccccc12
→ 6%	17%	-8%	0.5	11%	-9%	8	i	-4%
> Cc1nn2c(COc3ccc(NC(=O)c4ccccc4Cl)cc3)nnc2c2ccccc12
→ 13%	-18%	-3%	-1.6	?	2%	0	-10%	-3%
> Cc1sc2nc(CN3CCOCC3)[nH]c(=S)c2c1C
→ 8%	?	-19%	-0.7	-9%	12%	3	i	-13%
> COc1cc(C(=O)Nc2ccc(Cl)c(-c3nc4ncccc4o3)c2)cc(OC)c1OC
→ 1%	?	nt	nt	-11%	nt	nt	-12%	nt
> CC(=O)N(c1ccccc1)C(C(=O)c1ccccc1)c1ccccc1 (stereo not given)
→ 19%	?	2%	-0.8	-3%	-5%	4	i	-17%
> O=C(C1=C(O)C(=O)N(CCCn2ccnc2)C1c1ccccc1)c1ccco1 (stereo not given)
→ -2%	-14%	-1%	-4.5	-6%	12%	0	-24%	11%
> Cc1cccc(-c2nnn3c2nc(NCc2ccc4c(c2)OCO4)c2ccccc23)c1
→ 0%	6%	nt	nt	9%	nt	nt	-9%	nt
> c1csc(-c2nnc3ccccn23)c1
→ -8%	0%	-1%	-2.6	1%	1%	nt	-4%[57.5 µM]	11%
> C=CCOC(=O)C1=C(C)NC(=O)NC1c1ccc(OCC)cc1 (stereo not given)
→ -1%	-9%	-27%	3.2	9%	0%	0	-29%	7%
> Cc1ccc2c(c1)N(C)/C(=C/c1cccc[n+]1C)S2
→ 4%	?	9%	0.1	-12%	7%	2	-33%[inhibitor]	2%
> CCCCC(=O)Nc1ccc(NC(=S)NC(=O)CC)cc1OC
→ 13%	3%	-13%	-0.1	2%	-3%	3	-20%	?
> O=C(CCCN1C(=O)/C(=C/c2ccccc2)SC1=S)Nc1ccc(C(=O)O)c(O)c1
→ -1%	4%	?	-2.8	-8%	-10%	-26	-17%	?
> CCCCCN(C(=O)CCC(=O)OCc1ccccc1F)c1c(N)n(CCCC)c(=O)[nH]c1=O
→ 3%	-4%	-17%	-2.4	13%	-4%	-6	-11%	-7%
> Cc1noc(C)c1C(=O)OCC(=O)N(C)C1CCS(=O)(=O)C1 (stereo not given)
→ 0%	6%	3%	1.0	-2%	4%	8	i	0%
> COc1ccc(CN=C(N)N=C(N)N)cc1Cl
→ 0%	13%	-1%	-0.5	4%	0%	4	-25%	5%
> N#CCCN(Cc1cccnc1)S(=O)(=O)c1ccc2ccccc2c1
→ 10%	-3%	-5%	-3.5	-3%	11%	0	-12%	8%
> COc1ccc(Nc2nc(C)c(-c3ccccc3)s2)cc1
→ 5%	?	-1%	-0.1	-30%	13%	37	i	-9%
> Cc1ccc(-n2c(C)csc2=N)cc1
→ 18%	-10%	0%	-2.3	2%	8%	nt	6%[57.5 µM]	-6%
> O=C(CCc1ccccc1Cl)Nc1ccc(S(=O)(=O)N2CCOCC2)cc1
→ 11%	?	5%	-3.4	16%	-4%	-4	-27%	4%
> Cc1onc(-c2ccccc2Cl)c1C(=O)OCC(=O)c1c(N)n(C)c(=O)n(C)c1=O
→ 17%	10%	-5%	1.5	-1%	10%	5	i	1%
> Cc1cc(C(=O)NC2CCCc3c2cnn3-c2ccc(C(C)(C)C)cc2)nn1C (stereo not given)
→ 0%	?	-8%	-4.0	0%	5%	-6	-37%[inhibitor]	7%
> CC(C)(C)n1ncc2c(=O)n(CC(=O)N3CCCc4ccccc43)cnc21
→ 5%	-15%	-11%	0.6	19%	-1%	0	-19%[57.5 µM]	-6%
> COc1ccccc1NC(=S)N(Cc1ccccc1)Cc1cccnc1
→ 8%	3%	-2%	2.5	3%	6%	1	i	-15%
> COCCCn1c(=N)c(C(=O)NCc2cccnc2)cc2c(=O)n3cc(C)ccc3nc21
→ 0%	23%	nt	nt	184%[activator]	nt	nt	-30%[inhibitor]	nt
> CCOC(=O)N1CCN(C(=O)c2ccc(NS(=O)(=O)c3ccc(C)cc3)cc2)CC1
→ 1%	-13%	-5%	-2.3	9%	-3%	2	-25%	-14%
> O=C(OCC(=O)N(CCc1ccccc1)Cc1ccccc1)c1cc(S(=O)(=O)N2CCOCC2)ccc1F
→ 2%	?	2%	-0.3	-15%	12%	2	-26%	-4%
> CCCNC(=O)c1c(NC(=O)C2COc3ccccc3O2)sc2c1CCCC2 (stereo not given)
→ 1%	4%	-8%	1.1	-1%	5%	7	i	0%
> COC(=O)CCCC(=O)N1CCC(CCC(=O)NC2CC2)CC1
→ -3%	9%	-9%	0.5	7%	7%	3	i	-12%
> Cc1ccc2nc(C)c3c(c2c1)SCC3
→ 9%	19%	1%	-0.2	3%	0%	5	i	20%
> CCOc1ccccc1N(CC(=O)O)S(=O)(=O)c1ccc(C)cc1
→ -10%	1%	-1%	-1.0	2%	-2%	5	i	6%
> Cc1ncc(S(=O)(=O)c2ccccc2)c(-c2ccc(Cl)cc2Cl)n1
→ 5%	?	2%	-0.5	2%	1%	-4	i	-1%
> Cc1cccc(C(=O)NC2CCN(CC(=O)NCc3cccs3)CC2)c1
→ 1%	17%	-16%	-3.0	20%	6%	-6	i	-24%
> Cc1cc(NC(=O)CN2C(=O)CC(c3ccco3)Sc3ccccc32)no1 (stereo not given)
→ 16%	-11%	-16%	2.5	2%	2%	-14	-17%	-8%
> O=C(c1cc(COc2ccc(F)cc2Cl)on1)N1CCCCCC1
→ 12%	?	4%	-0.4	-10%	-5%	4	-18%	-23%
> O=C(c1ccccc1Cc1ccccc1)N1CCN(S(=O)(=O)c2ccccc2F)CC1
→ 8%	?	-10%	3.1	8%	15%	2	-19%	-18%
> Oc1cccc2ccc(/C=C/c3ccc(Br)s3)nc12
→ 20%	-3%	-8%	-4.3	-7%	12%	3	?	8%
> CC(C)(C)NC(=O)C(c1ccc(F)cc1)N(Cc1ccccc1Cl)C(=O)c1ccn[nH]1 (stereo not given)
→ -1%	?	6%	3.7	-30%	1%	7	-21%	-12%
> Cc1ccc2[nH]c(=O)c(CN(CCCO)S(=O)(=O)c3cccc4nsnc34)cc2c1
→ -3%	0%	-1%	-2.2	-5%	-1%	nt	-5%[57.5 µM]	-3%

(cont.)
Every second line gives: GLP1R ag	GLP-1R inv ag	PLK1 PBD inh	IL2 activator	GLP1R cytotox	EPAC1 agonist	PI5P4K alpha inh	PTHR1 ag	EPAC1 antag
> COc1ccc(C2(c3ccc(OC)cc3)NC(=O)N(CC(=O)N(C)c3ccccc3)C2=O)cc1
→ -2%	?	4%	-2.7	-16%	1%	0	i	-13%
> O=C(CSc1nnc(NC(=O)c2ccco2)s1)Nc1ccc(F)cc1F
→ -14%	-10%	3%	1.5	18%	4%	9	i	-2%
> N#C/C(=N\Nc1cccc([N+](=O)[O-])c1)C(=O)c1ccc(Br)cc1
→ 1%	-13%	30µM*	-0.8	?	-16%	-13	-36%[inhibitor]	?
> C=CCNc1ncnc2c1ncn2[C@H]1CN(Cc2ccc3c(c2)OCO3)C[C@@H](CO)O1
→ 7%	11%	0%	0.2	-10%	-5%	-2	-13%	17%
> CCN(C(=O)COC(=O)c1ccc(C=O)cc1)c1c(N)n(Cc2ccccc2)c(=O)[nH]c1=O
→ -5%	0%	-6%	-0.1	0%	5%	4	-26%	4%
> O=C(NCc1ccccc1F)c1ccc2c(c1)OCO2
→ 0%	-7%	3%	-0.6	-3%	1%	nt	i	-2%
